# Mtb FBA inh = inhibits M. tuberculosis FBA enzyme; purified M. tuberculosis FBA, fluorescence read-out; inhibition, % at 1 µM; hit rate 2.3% among 360,000; AID 588726; in the data active means inhibition above about 27%;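 further: 0% = vehicle and 100% = reference inhibitor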
# Target sequence (P9WQA3 whole entry, looked up): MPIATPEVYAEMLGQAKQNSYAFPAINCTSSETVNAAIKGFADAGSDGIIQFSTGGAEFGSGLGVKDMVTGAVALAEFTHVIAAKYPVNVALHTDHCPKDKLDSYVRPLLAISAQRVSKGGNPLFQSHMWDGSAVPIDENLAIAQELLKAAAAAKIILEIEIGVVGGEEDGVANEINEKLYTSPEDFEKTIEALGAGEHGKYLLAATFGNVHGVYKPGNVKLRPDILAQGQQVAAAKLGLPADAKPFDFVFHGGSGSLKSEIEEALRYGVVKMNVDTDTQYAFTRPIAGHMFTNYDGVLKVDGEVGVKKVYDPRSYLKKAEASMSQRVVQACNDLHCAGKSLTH
# BoNT-F LC inh = blocks Botulinum neurotoxin F light chain protease; Multiplex microsphere protease cleavage assay, flow cytometry; inhibition, % at 10 µM; hit rate 0.22% among 360,000; in the data active means inhibition above about 35%, passing the limit was not always enough; further: plate controls were buffer without enzyme for full effect and enzyme alone for no effect
# PrPC surface inh = inhibitors of human cell surface prion protein PrPC | P04156 | TR-FRET read-out | inhibition, % at 13.8 µM | hit rate 0.43% among 370,000 | AID 720596; in the data active means inhibition above about 24%; further: 0% = median of the test wells and 100% = reference compound wells
# Rv3671c inh = inhibitors of M. tuberculosis serine protease Rv3671c; inhibition, % at 5.96 µM; hit rate 0.048% among 320,000; P9WHR9; in the data active means inhibition above about 38%;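 further: extracellular domain of Rv3671c used as enzyme; 0% = enzyme with DMSO and 100% = no enzyme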
# MazEF act = MazEF (E. coli) toxin RNase activation; activation, % at 20 µM; FAM/BHQ RNA-DNA oligo cleavage fluorescence, 5 h; hit rate 0.32% among 350,000; AID 504720; P0AE70; in the data active means activation above about 50%
# Target sequence (P0AE70 whole entry, looked up): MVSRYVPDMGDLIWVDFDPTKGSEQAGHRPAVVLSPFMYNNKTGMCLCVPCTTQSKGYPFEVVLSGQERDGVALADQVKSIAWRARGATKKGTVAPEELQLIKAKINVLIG
# BioA inh = BioA (M. tuberculosis) enzyme inhibition. purified M. tuberculosis BioA enzyme, plate reader. inhibition, % at 9.99 µM. hit rate 0.096% among 360,000. AID 602481; in the data active means inhibition above about 40%
# Mtb UGM inh = inhibitors of M. tuberculosis UDP-galactopyranose mutase. P9WIQ1. purified UGM, fluorescence polarization probe displacement. inhibition, % at 10 µM. hit rate 0.06% among 320,000. AID 504406; in the data active means inhibition above about 10%, passing the limit was not always enough
# Target sequence (P9WIQ1 whole entry, looked up): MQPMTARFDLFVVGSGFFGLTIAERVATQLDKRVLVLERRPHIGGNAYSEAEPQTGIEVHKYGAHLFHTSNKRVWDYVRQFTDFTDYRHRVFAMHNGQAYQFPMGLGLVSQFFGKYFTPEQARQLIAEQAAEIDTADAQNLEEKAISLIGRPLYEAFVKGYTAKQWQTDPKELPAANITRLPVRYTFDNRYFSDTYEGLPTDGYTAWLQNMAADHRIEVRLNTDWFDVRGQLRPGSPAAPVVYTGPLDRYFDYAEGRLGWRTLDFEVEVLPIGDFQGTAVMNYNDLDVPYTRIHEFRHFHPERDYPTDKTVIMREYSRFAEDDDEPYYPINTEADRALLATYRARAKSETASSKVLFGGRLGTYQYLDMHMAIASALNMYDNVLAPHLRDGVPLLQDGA
# GDH-TPI inh = GDH-TPI coupled enzyme inhibition counter-screen. GDH-TPI coupled enzyme counterscreen, NADH absorbance. inhibition, % at 4.8 µM. hit rate 1.2% among 360,000. AID 588335; in the data active means inhibition above about 30%;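 further: 0% = DMSO wells and 100% = wells lacking the enzyme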
# FadD28 FP inh = blocks FadD28 binding to the bisubstrate probe; AID 588549; inhibition, % at 12.5 µM; hit rate 0.22% among 360,000; fluorescence polarization; in the data active means inhibition above about 8.5%, passing the limit was not always enough
# The depositor's hits bear a star; / = no result given; & = joins results of further samples.
no.	compound	Mtb FBA inh	BoNT-F LC inh	PrPC surface inh	Rv3671c inh	MazEF act
1	O=C1NC(=O)N(Cc2ccc(F)cc2)C(=O)/C1=C\c1ccc(N2CCCC2)cc1	0	-9	-8	-24	-47
2	Cc1ccnc(OC(C(=O)O)C(OCc2ccccc2)(c2ccccc2)c2ccc(C(F)(F)F)cc2)n1 (stereo not given)	0	-36	12	-9	9
3	OCC1CCCCN1C(=S)Nc1cccc(Cl)c1 (stereo not given)	2	-3	0	1	2
4	CCOc1ccccc1N1CC(C(=O)N(CC)CC(=O)Nc2ccc3c(c2)OCCO3)CC1=O (stereo not given)	6	7	-3	-4	2
5	CC(C)(C)C(=O)NC1CCN(C(=O)N2CCCC2)CC1	1	4	-1	-1	4
6	Cc1ccc(Nc2nc3nonc3nc2N(C)C)cc1	-1	-14	-14	0	5
7	CCOC(=O)N1CCN(C(=O)CN(C2CCCCC2)S(C)(=O)=O)CC1	4	-20	-3	0	-5
8	O=C(CC(CC(=O)c1ccccc1)C(=O)O)c1ccccc1	2	4	3	2	1

no.	BioA inh	Mtb UGM inh	GDH-TPI inh	FadD28 FP inh
1	/	-2.0	33*	-2.1
2	2.7	0.2	7	-3.9
3	-0.2	1.8	-4	-0.5
4	-0.1	1.8	-1	-2.3
5	-2.1	-2.2	-4	-3.7
6	3.4	3.2	17	-3.9
7	-0.7	1.0	10	0.0
8	-0.8	0.3	4	-1.1

# Record cards, from the list above:
# CCOC(=O)N1CCN(C(=O)CN(C2CCCCC2)S(C)(=O)=O)CC1 across the screens: Mtb FBA inh: 4; BoNT-F LC inh: -20; PrPC surface inh: -3; Rv3671c inh: 0; MazEF act: -5; BioA inh: -0.7; Mtb UGM inh: 1.0; GDH-TPI inh: 10; FadD28 FP inh: 0.0
# CCOc1ccccc1N1CC(C(=O)N(CC)CC(=O)Nc2ccc3c(c2)OCCO3)CC1=O (stereo not given) across the screens: Mtb FBA inh: 6; BoNT-F LC inh: 7; PrPC surface inh: -3; Rv3671c inh: -4; MazEF act: 2; BioA inh: -0.1; Mtb UGM inh: 1.8; GDH-TPI inh: -1; FadD28 FP inh: -2.3
# CC(C)(C)C(=O)NC1CCN(C(=O)N2CCCC2)CC1 across the screens: Mtb FBA inh: 1; BoNT-F LC inh: 4; PrPC surface inh: -1; Rv3671c inh: -1; MazEF act: 4; BioA inh: -2.1; Mtb UGM inh: -2.2; GDH-TPI inh: -4; FadD28 FP inh: -3.7

# (continued)
no.	compound	Mtb FBA inh	BoNT-F LC inh	PrPC surface inh	Rv3671c inh	MazEF act
9	Cn1c(=O)c2c(ncn2CC(=O)OCC(=O)c2ccc(OC(F)F)cc2OC(F)F)n(C)c1=O	-1	-7	-8	/	8
10	COC(=O)c1ccc(/C=C/C(=O)OCC(=O)Nc2cc(C)on2)cc1	1	-3	7	-4	-1
11	CCOC(=O)c1cn(CC2CC2)c2cc(F)c(F)cc2c1=O	0	1	-1	-5	2
12	Cc1cc(NC(=O)Cn2c(C)nc3ccccc3c2=O)ccc1Br	-5	11	11	-17	-26
13	Cc1cccc(-n2c(Cn3nc(C)c([N+](=O)[O-])c3C)n[nH]c2=S)c1	3	-7	-7	3	6
14	Cc1oc(-c2ccccc2F)nc1CS(=O)CC(=O)N1CCC2(CC1)OCCO2 (stereo not given)	0	-8	-4	-2	1
15	O=C(CCn1nc(-c2ccc(Cl)cc2)ccc1=O)N1CCN(c2ccc(F)cc2)CC1	4	0	-11	0	-1
16	COc1ccc2c(c1)c(CC(=O)OCC(N)=O)c(C)n2C(=O)c1ccc(Cl)cc1	0	10	-2	4	-9

no.	BioA inh	Mtb UGM inh	GDH-TPI inh	FadD28 FP inh
9	0.5	/	4	-3.9
10	-1.7	-1.9	6	-0.5
11	-3.0	-0.5	8	-3.6
12	0.8	2.5	5	-2.5
13	/	1.5	0	-4.9
14	-0.6	0.9	2	2.4
15	3.3	0.3	-5	0.4
16	6.4	0.9	15	-4.3

# Next records:
no.	compound	Mtb FBA inh	BoNT-F LC inh	PrPC surface inh	Rv3671c inh	MazEF act
17	CN(C)CCNc1oc(COc2ccc(Cl)cc2)nc1C#N	9	19	-7	2	9
18	CC(C)CC(=O)Nc1ccccc1-c1nnn(CC(=O)N2CCc3ccccc3C2)n1	-2	-8	6	-5	3
19	Cc1cc(N2CCN(C(c3ccccc3)c3ccc(Cl)cc3)CC2)n2ncnc2n1 (stereo not given)	1	-6	5	-3	0
20	CCc1nnc(NC(=O)c2cc(-c3ccc(C)o3)nc3ccccc23)s1	5	7	2	-5	1
21	Cc1csc(NC(=O)c2ccco2)c1C(=O)c1ccccc1	1	-6	6	5	-7
22	CCCc1cc(=O)oc2cc(OCC(=O)N3C[C@H]4C[C@@H](C3)c3cccc(=O)n3C4)c(Cl)cc12	3	-6	-2	0	2
23	CCOC(=O)C1CCN(C(=O)C(C)Sc2ccc(Cl)cc2)CC1 (stereo not given)	-4	-36	-7	1	-1
24	COc1ccc(-c2noc(CCC(=O)N3CCN(c4ccc(Cl)cc4)CC3)n2)cc1	7	-5	-4	/	-2

no.	BioA inh	Mtb UGM inh	GDH-TPI inh	FadD28 FP inh
17	-2.8	-4.3	-2	0.9
18	2.9	-1.8	9	-1.2
19	-1.6	1.7	-5	-13
20	-0.4	3.0	24	-1.4
21	/	-1.7	10	-2.4
22	-0.4	4.4	21	-2.6
23	-0.8	-0.7	9	-1.2
24	1.0	/	6	-0.4

# Additional structures follow:
no.	compound	Mtb FBA inh	BoNT-F LC inh	PrPC surface inh	Rv3671c inh	MazEF act
25	CCN1CCC[C@H]1CNC(=O)c1c(O)c(Cl)cc(Cl)c1OC	2	4	-6	3&4	4
26	Cc1ccc(N(Cc2ccccc2)C(=O)Cc2ccc(S(=O)(=O)N3CCOCC3)s2)cc1	0	-1	9	/	8
27	CCOC(=O)c1c(NC(=O)c2nn(C)cc2[N+](=O)[O-])sc(C)c1C	-1	-4	-1	-3	-32
28	COc1ccc(NC(=O)Nc2cccc3c2O[C@H](CN(C)C(=O)NC2CCCCC2)[C@@H](C)CN([C@H](C)CO)C3=O)cc1	-2	-2	1	2	2
29	CCC(Sc1nc2n[nH]c(C)c2c(=N)n1-c1cccc(Cl)c1C)C(=O)N(CC)CC (stereo not given)	-1	-12	-5	-11	-5
30	O=C(Cn1c(=O)oc2cc(S(=O)(=O)N3CCCC3)ccc21)N1CCCC1	-2	-9	4	-9	12
31	O=C(COC(=O)C1=COCCO1)Nc1ccccc1Oc1ccccc1	2	-4	8	1	-6
32	CCc1ccc(N/C(=N/c2nc(C)cc(C)n2)NC(C)=O)cc1	-4	-1	6	-6	12

no.	BioA inh	Mtb UGM inh	GDH-TPI inh	FadD28 FP inh
25	0.8	0.1&-0.9	-7	-1.8
26	-0.8	/	2	-7.1
27	0.0	2.2	-1	0.2
28	-2.3&9.0	0.3	1	-0.9
29	-0.2	-0.4	-3	-0.5
30	-0.6	0.4	3	-2.4
31	7.9	0.4	-1	-1.6
32	5.9	5.0	-10	-3.4

# The list continues.
no.	compound	Mtb FBA inh	BoNT-F LC inh	PrPC surface inh	Rv3671c inh	MazEF act
33	COc1ccccc1-n1nc(C(=O)Nc2ccc3c(c2)OCO3)c2ccccc2c1=O	1	-19	0	4	6
34	COc1ccccc1-c1n[nH]nc1C1=CC(=O)C[C@H](c2ccc(F)cc2)C1	-2	-4	11	/	0
35	CCn1c(=O)c(C(=O)NCc2ccc(OC)cc2)c(O)c2ccccc21	1	2	5	6	-5
36	CCOc1cccc(C=Nc2cc(C)cc(C)c2O)c1O	0	4	3	7	12
37	O=C(O)CCC(=O)Nc1ccc2c(c1)Cc1cc(NC(=O)CCC(=O)O)ccc1-2	-3	-9	-3	-10	4
38	COC(=O)CCC(=O)OC1(C)C(=O)C2=CN(CCCOC(C)C)C(c3ccc(OC)cc3)=CC2=C(Br)C1=O (stereo not given)	0	-76	/	-55	-52
39	O=C(COC(=O)c1ccccc1NCCO)NCc1cccs1	66*	-14	0	-4	9
40	COC(=O)c1scc(C)c1NC(=O)Nc1ccccc1	0	-1	-1	-3	11

no.	BioA inh	Mtb UGM inh	GDH-TPI inh	FadD28 FP inh
33	-1.9	0.4	8	-1.2
34	4.2	/	15	-6.4
35	/	-1.2	15	1.3
36	2.6	3.5	3	-0.7
37	-0.2	-0.1	-4	-1.4
38	-1.1	2.4	10	-1.2
39	0.2	0.8	3	0.2
40	-0.5	0.3	-1	-1.2

# Next records follow:
no.	compound	Mtb FBA inh	BoNT-F LC inh	PrPC surface inh	Rv3671c inh	MazEF act
41	CC(CCc1ccccc1)NC(=O)c1ccco1 (stereo not given)	0	-39	2	-2	16
42	O=C(CCc1nc(-c2ccccc2)c(-c2ccccc2)o1)OCc1ccc(Br)cc1	3	-14	-5	2	-6
43	CCCCOc1ccc(C(C)NC(=O)CCS(=O)(=O)Cc2ccccc2F)cc1 (stereo not given)	0	2	-3	11	3
44	O=C(COc1ncnc2cc([N+](=O)[O-])ccc12)NCCc1ccc(Cl)cc1	0	2	-31	-3	5
45	CC(C)C1Nc2ccc(S(N)(=O)=O)cc2C2C=CCC21 (stereo not given)	1	-23	-5	-7	6
46	CCCCCC(=O)N1C[C@@H](O)[C@H](n2cc(C3CC3)nn2)C[C@@H]1c1ccc(C)cc1	1	-3	-11	/	4
47	CC1CC(C(F)F)n2nc(C(=O)Nc3sc4c(c3C#N)CCC(C(C)(C)C)C4)nc2N1 (stereo not given)	4	-27	-6	-2	7
48	O=C(OC(C(=O)NCC1CCCO1)c1ccc(F)cc1)c1cccs1 (stereo not given)	6	20	7	0	-9

no.	BioA inh	Mtb UGM inh	GDH-TPI inh	FadD28 FP inh
41	-1.4	-2.1	6	1.1
42	/	0.0	13	-2.4
43	-1.6	0.3	2	-0.5
44	/	2.8	-5	-2.9
45	-0.3	2.9	1	-7.6
46	/	/	10	-1.2
47	-1.8	1.6	0	-2.9
48	0.0	-2.2	3	-0.1

# Going on with the list:
no.	compound	Mtb FBA inh	BoNT-F LC inh	PrPC surface inh	Rv3671c inh	MazEF act
49	CC1CCc2nc(NC(=O)Nc3ccc4c(c3)OCO4)sc2C1 (stereo not given)	1	0	13	6	-2
50	COc1cccc(CN2CCN(c3nc4nonc4nc3NC3CC3)CC2)c1	8	5	-5	-10	-12
51	CC12CC(c3ccccc3O1)C(C(=O)OCc1ccccc1)C(=O)N2 (stereo not given)	-2	-15	-3	5	3
52	CCCNC(=O)C1(C)CCCN(Cc2c3ccccc3nn2C)C1 (stereo not given)	3	9	9	/	/
53	CCOP(=O)(OCC)C(NC(=O)c1cccc2ccccc12)C(Cl)(Cl)Cl (stereo not given)	7	-6	-1	-10	4
54	Fc1cccc(F)c1CN1CCN(Cc2c(F)cccc2F)CC1	3	31	-5	-4	-2
55	COC(=O)NNC(=O)c1ccccc1C	0	3	-5	-7	-1

no.	BioA inh	Mtb UGM inh	GDH-TPI inh	FadD28 FP inh
49	/	0.1	21	0.2
50	/	-0.6	24	-1.8
51	-1.4	1.3	13	-3.4
52	0.2	/	-9	-3.8
53	/	0.1	0	-0.5
54	0.3	-1.1	8	-1.1
55	0.9	1.5	-7	-0.8

# Rewritten with bars between the fields: two of the compounds above.
no. | compound | Mtb FBA inh | BoNT-F LC inh | PrPC surface inh | Rv3671c inh | MazEF act | BioA inh | Mtb UGM inh | GDH-TPI inh | FadD28 FP inh
50 | COc1cccc(CN2CCN(c3nc4nonc4nc3NC3CC3)CC2)c1 | 8 | 5 | -5 | -10 | -12 | / | -0.6 | 24 | -1.8
51 | CC12CC(c3ccccc3O1)C(C(=O)OCc1ccccc1)C(=O)N2 (stereo not given) | -2 | -15 | -3 | 5 | 3 | -1.4 | 1.3 | 13 | -3.4
